# FXN GAA850 act – increases GAA850 frataxin promoter reporter activity; 0.56% of 360,000 active; HEK293 lucGAA850 FXN promoter luciferase reporter, 24 h; percent of 10 µM SAHA response; activation, % at 6 µM;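 active means activation above the average of all compounds screened plus 3 SD, cutoff fixed separately per campaign, cut at about 7.5% in these data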;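 further: 0% = DMSO wells and 100% = 10 µM SAHA wells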
# ssDAF12 agonist – S. stercoralis DAF-12 activation, primary screen. 1% of 370,000 active. AID 652126. activation, % at 6.8 µM. HEK293 ssDAF-12/GRIP1 lit1-tk-luc reporter, luminescence; % of 3 µM dafachronic acid response;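 active means activation above the mean over all tested compounds plus 3 SD, cut at about 0.9% in these data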;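 further: 0% = DMSO-only wells and 100% = 3 µM delta7-dafachronic acid wells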
# KLK7 zymogen act – activates the human kallikrein-7 zymogen; P49862; AID 652039; activation, % at 7 µM; 0.9% of 370,000 active; purified proKLK7, EDANS-DABCYL substrate fluorescence; 100% is mature enzyme control, 0% vehicle;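 active means activation above the mean of all tested compounds plus 3 SD, computed per campaign excluding outliers beyond control limits, cut at about 13% in these data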
# DAX1 inh-1 – DAX1 (NR0B1) inhibition, primary screen. HEK293T StAR-luciferase reporter, SF-1/DAX-1 repression relief. inhibition, % at 6.8 µM. 1.1% of 370,000 active. AID 652010;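 active means inhibition above the mean over all tested compounds plus 3 SD, cut at about 3.6% in these data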;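 further: 0% = DAX-1 cells with DMSO and 100% = cells lacking DAX-1 with DMSO; higher inhibition means more luminescence from relief of DAX-1 repression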
# SMARCA2 act – activators of SMARCA2 function | MG213 cells, MMTV-luciferase reporter, dexamethasone, overnight | 1% of 370,000 active | activation, % at 9.1 µM; in the data active means activation above about 7.8%;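 further: 0% = vehicle wells and 100% = reference activator wells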
# hgDAF12 agonist – activates the H. glycines DAF-12 receptor ligand-binding domain | HEK293 GAL4-hgDAF12 UAS-luciferase reporter, agonist luminescence; normalized to butyrate control | activation, % at 6.8 µM | 1.8% of 370,000 active;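 active means activation above a cutoff set at the mean of all screened compounds plus 3 SD, cut at about 10% in these data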;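 further: 0% = DMSO wells and 100% = sodium butyrate wells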
# HGIII-sPLA2 inh – Blocks human group III sPLA2 activity; 0.56% of 370,000 active; inhibition, % at 12.2 µM; AID 743126; QFRET BODIPY PC-A2 liposome hydrolysis, fluorescence; Q9NZ20;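 active means inhibition above mean plus 3 SD of compounds lying within the high and low control bounds, cut at about 19% in these data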;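 further: 0% = median of test compound wells and 100% = no enzyme DMSO wells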
# GC-A act – GC-A (human) enzyme activation. 0.14% of 370,000 active. P16066. activation, % at 10 µM. HEK293 GC-A cells, cGMP TR-FRET, EC30 ANP; 0% at EC30 ANP, 100% saturating ANP; in the data active means activation above about 40%
# hcDAF-12 act – activates DAF-12 receptor from parasite H. contortus | HEK293 hcDAF-12 lit1-tk-luc reporter, luminescence; 0% DMSO, 100% Δ7-dafachronic acid | AID 652067 | 1.4% of 370,000 active | activation, % at 6.8 µM;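 active means activation above the mean of all tested compounds plus 3 SD, cut at about 5.5% in these data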;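 further: 100% = response to 3 µM Δ7-dafachronic acid high control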
# DAX1 inh-2 – inhibitors of human orphan nuclear receptor DAX1 (NR0B1). P51843. HEK293 Gal4-DAX1 luciferase reporter, luminescence. inhibition, % at 6.75 µM. 0.99% of 340,000 active. AID 504766;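 active means inhibition above the mean over all tested compounds plus 3 SD, cut at about 4.2% in these data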;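 further: 0% = DAX1-transfected cells with DMSO and 100% = empty-vector control cells with DMSO; inhibition shows as a rise in luminescence from relieved DAX1 repression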
# NPR2 activator – GC-B (human) receptor activation. P20594. HEK293-GC-B cells, CNP EC30, cGMP TR-FRET; 0% at EC30 CNP, 100% saturating CNP. activation, % at 10 µM. 0.11% of 370,000 active;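 active means activation at 10 µM reaching about 35% in either raw or pattern-adjusted values, limit read from the data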
# Target sequence (P20594 whole entry, looked up): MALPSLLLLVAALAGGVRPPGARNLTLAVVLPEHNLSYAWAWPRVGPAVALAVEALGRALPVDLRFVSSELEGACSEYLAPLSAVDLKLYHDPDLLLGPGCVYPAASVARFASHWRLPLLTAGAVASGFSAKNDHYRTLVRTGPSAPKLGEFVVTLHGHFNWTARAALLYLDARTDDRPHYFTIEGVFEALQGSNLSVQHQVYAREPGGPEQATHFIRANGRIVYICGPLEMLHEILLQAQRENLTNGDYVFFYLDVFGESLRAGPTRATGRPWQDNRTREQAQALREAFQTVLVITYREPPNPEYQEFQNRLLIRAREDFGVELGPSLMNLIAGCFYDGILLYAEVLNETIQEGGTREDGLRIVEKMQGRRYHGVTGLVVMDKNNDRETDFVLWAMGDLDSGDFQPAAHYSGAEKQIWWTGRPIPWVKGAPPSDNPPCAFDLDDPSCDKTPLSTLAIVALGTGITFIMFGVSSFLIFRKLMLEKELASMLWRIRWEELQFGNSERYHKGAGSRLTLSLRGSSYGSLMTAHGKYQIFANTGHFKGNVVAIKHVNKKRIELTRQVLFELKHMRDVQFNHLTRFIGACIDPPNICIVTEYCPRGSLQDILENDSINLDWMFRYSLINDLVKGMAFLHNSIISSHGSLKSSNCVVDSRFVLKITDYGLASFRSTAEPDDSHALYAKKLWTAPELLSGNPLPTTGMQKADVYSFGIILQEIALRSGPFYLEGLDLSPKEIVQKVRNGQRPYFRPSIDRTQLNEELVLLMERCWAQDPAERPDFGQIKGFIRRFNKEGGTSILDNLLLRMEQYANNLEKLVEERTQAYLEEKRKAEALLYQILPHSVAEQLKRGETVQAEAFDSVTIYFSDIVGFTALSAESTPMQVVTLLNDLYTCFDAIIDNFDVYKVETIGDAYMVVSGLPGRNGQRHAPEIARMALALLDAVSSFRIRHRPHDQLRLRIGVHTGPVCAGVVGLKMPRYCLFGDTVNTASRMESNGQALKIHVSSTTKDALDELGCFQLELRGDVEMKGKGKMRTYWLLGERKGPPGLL
# An asterisk follows results filed as active; / = not tested or not shown. Compounds as they come; any-hit rate near 6.7%.
mol | FXN GAA850 act | ssDAF12 agonist | KLK7 zymogen act | DAX1 inh-1 | SMARCA2 act | hgDAF12 agonist | HGIII-sPLA2 inh | GC-A act | hcDAF-12 act | DAX1 inh-2 | NPR2 activator
CC1(C)CC(=O)C(N=Nc2ccc(OC(F)F)cc2)=C(O)C1 | 1.6 | -1.5 | 0.4 | -0.8 | 0 | -0.3 | -5 | 1 | 0.1 | 0.6 | 3
Oc1ccccc1C=NN1CCCCCC1 | 3.9 | -0.2 | -0.7 | 1.6 | -1 | 6.8 | 10 | 2 | -0.1 | 1.9 | -3
O=C(Cn1cnc2ccccc2c1=O)NC1CCS(=O)(=O)C1 (stereo unspecified) | 1.4 | -1.2 | -0.2 | -1.5 | 1 | 3.6 | 12 | 0 | 2.1 | -0.1 | 3
C=CCn1c(=O)c2c(nc(-c3ccc(S(=O)(=O)O)cc3)n2C)n(C)c1=O | 2.1 | -1.4 | 1.0 | -0.8 | 0 | 4.1 | 2 | 5 | 0.1 | 2.4 | 5
COc1ccc(C(=O)Nc2ccc3c(c2)OCCO3)cc1 | -2.6 | 1.4* | -0.3 | 4.7* | 8.0* | 15* | 3 | 5 | 5.8* | -1.3 | 0
O=C(NCCOc1nc(N2CCOCC2)nc(N2CCOCC2)n1)Nc1ccc(Cl)cc1 | -1.4 | -1.6 | -0.2 | 0.6 | -4 | -1.4 | 9 | -19 | -1.1 | 0.5 | -14
N=C1CCCN1c1ccccc1O | 0.6 | -1.3 | -0.6 | 0.0 | -2 | 2.8 | 3 | -2 | -2.3 | 0.2 | -3
Cn1c(N)c(C(=O)COC(=O)CNS(=O)(=O)c2ccc(Cl)c(Cl)c2)c(=O)n(C)c1=O | 4.0 | -1.4 | 0.2 | 0.4 | 2 | 2.3 | -18 | 2 | -0.3 | 0.6 | -2
Cc1cc(C)nc(SCC(=O)c2ccc([N+](=O)[O-])cc2)n1 | -1.3 | -1.0 | -0.1 | -0.9 | -3 | -2.2 | -23 | -5 | -1.4 | -0.1 | -9
CCC(NC(=O)CCc1c(C)c2cc3c(C)c(C)oc3cc2oc1=O)C(=O)N[C@@H](Cc1ccccc1)C(=O)O (stereo partly specified) | -0.5 | -1.5 | 14* | 0.0 | 1 | -1.1 | -11 | 3 | -2.4 | 0.8 | 5
COc1ccc(-c2cn[nH]c2-c2ccc(OCc3ccc([N+](=O)[O-])cc3)cc2O)cc1OC | -4.4 | -3.2 | 0.2 | -2.5 | -6 | -5.5 | -29 | -3 | -5.3 | -4.7 | -8
O=C(c1cccc(S(=O)(=O)N2CCOCC2)c1)N1CCN(c2ccccc2)CC1 | 0.4 | -0.9 | -0.8 | 0.2 | -2 | -1.3 | 11 | 1 | -0.4 | -0.2 | 4
CCc1c(C)c2nncn2[nH]c1=O | -0.7 | -0.6 | 0.0 | 0.2 | -1 | -0.7 | 0 | 2 | 2.5 | -0.8 | 0
O=C(CSc1nc(=O)[nH]c2c1CCCC2)Nc1ccc(F)cc1F | -0.8 | -0.9 | 0.5 | -2.0 | 4 | 2.5 | 2 | 1 | 0.1 | 0.3 | -4
CCOc1ccc(NC(=S)N2CCC(N(C)CCN3CCOCC3)CC2)cc1 | 2.3 | -1.5 | -0.1 | -0.1 | -2 | 0.9 | 4 | 2 | -0.9 | -1.5 | -8
Cc1cccc(N2CCN(C(=O)CNC(=O)Cc3ccccc3)CC2)c1C | -4.1 | -1.5 | -0.2 | -1.6 | -3 | -3.8 | 7 | 0 | -1.0 | -0.6 | 8
Cn1c2cc(Br)sc2c2cnn(Cc3ccc(F)cc3F)c(=O)c21 | 0.0 | -1.3 | -0.6 | -0.7 | -5 | 0.5 | -5 | 0 | 0.6 | -0.7 | -3
Cc1ccc(C2NC(=O)CCC2[N+](=O)[O-])cc1 (stereo unspecified) | -12 | -1.1 | 0.4 | 0.5 | 0 | 3.4 | -2 | -2 | -0.1 | / | 2
COc1ccc(S(=O)(=O)N2C[C@H]3CON(C)[C@H]3C[C@H]2c2ccc(-c3cc4ccccc4o3)cc2)cc1 | -4.4 | -0.6 | 0.7 | -0.5 | -6 | -4.8 | 0 | 7 | 0.1 | -1.8 | -2
CCC[C@H]1[C@@H](NC(=O)c2ccc(OC)cc2)CC[C@@]23CCCN2C(=O)CCC[C@@H]13 | / | -1.9 | / | / | / | -1.6 | 4 | -4 | 0.2 | / | -3
NC(=O)C1(N2CCCCC2)CCN(C(=O)Nc2ccccc2C(F)(F)F)CC1 | / | -0.9 | -0.8 | 0.0 | 0 | -0.3 | 2 | 1 | -0.5 | / | 3
COc1ccccc1NS(=O)(=O)c1ccc(C(=O)N2CCCC(C(F)(F)F)C2)cc1 (stereo unspecified) | 1.1 | -1.0 | 0.2 | -1.3 | -3 | -2.7 | -8 | -8 | -0.2 | -0.2 | -6
CCOC(=O)C1CCCN(CC(=O)NC2=Nc3ccccc3N=C(C)C2c2ccccc2)C1 (stereo unspecified) | -0.3 | -0.8 | 0.6 | -0.8 | -2 | -1.4 | 0 | -14 | -0.7 | -0.8 | -9
O=C(CSc1nc2[nH]c(=O)cc(O)c2s1)Nc1nccs1 | 0.5 | -1.3 | -1.1 | 0.9 | -2 | 0.2 | 1 | 3 | -2.0 | 0.1 | 0
COc1ccccc1NS(=O)(=O)c1cc(NC(=O)c2cccs2)ccc1N1CCCCC1 | 5.4 | -1.8 | -6.8 | 0.1 | 6 | -2.1 | -17 | -3 | -1.4 | 0.9 | -6
Cc1cc(Br)c2c(c1)C(O)(N1CCCCC1C)C(=O)N2 (stereo unspecified) | 0.9 | -0.9 | -0.1 | 1.1 | -3 | -1.0 | 0 | -3 | -1.1 | 2.2 | 2
Cc1cc2cc(C#N)c(N3CCN(S(C)(=O)=O)CC3)nc2cc1C | 3.1 | -1.1 | 0.9 | -0.9 | 9.1* | 1.9 | -17 | -1 | -0.8 | 1.1 | -4
CC1CCN(C(=O)c2[nH]cnc2C(=O)Nc2cccc(Cl)c2)CC1 | 0.3 | -1.1 | 0.2 | -0.4 | -1 | 1.2 | -12 | 1 | -0.5 | -0.5 | -4
CCOC(=O)[C@]12CCCC=C1N(Cc1cccc3ccccc13)C(=O)[C@H](CC(=O)NCc1ccc(C)o1)C2 | / | -0.6 | 0.1 | -1.1 | -8 | -2.7 | -12 | -4 | -1.3 | / | 4
CCn1c(SCC(=O)N2CCN(c3ccccc3)CC2)nnc1-c1ccoc1C | -1.7 | -1.9 | 0.5 | -1.4 | 4 | -4.4 | -3 | -4 | -3.0 | -1.6 | -4
CCC(=O)N1CCc2cc(S(=O)(=O)CCC(=O)NCCc3ccccc3)ccc21 | -1.1 | -0.9 | 0.2 | -0.7 | 4 | -2.2 | 9 | -2 | -1.6 | 0.1 | -1
Cc1ccc(S(=O)(=O)NCC(=O)N(CC(=O)NCC2CCCO2)Cc2ccccc2Cl)cc1 (stereo unspecified) | -2.1 | -1.4 | 0.2 | 0.1 | -1 | 1.6 | 4 | 1 | -2.8 | -1.4 | 3
CCN1CCN(C(=S)Nc2cc(C(=O)OC)ccc2C(=O)OC)CC1 | 0.5 | -1.0 | 9.8 | 0.0 | -6 | 2.7 | 2 | -2 | -0.4 | 0.0 | 3
O=C(CCc1c[nH]c2ccccc12)Nc1ccc(Nc2cccnc2)cc1 | / | -1.4 | 1.2 | -1.7 | -4 | 1.4 | -37 | -4 | -1.2 | / | -1
O=S1(=O)N[C@H](Cc2ccccc2)COc2cc(N3CCSCC3)ccc21 | / | -0.9 | 0.5 | 0.4 | 2 | 1.4 | -2 | 3 | -0.2 | / | -1
CCC(=O)NC(=S)NNC(=O)COc1ccc(Br)cc1 | -0.1 | -0.3 | 0.5 | 0.2 | 1 | -0.8 | 5 | -1 | -0.1 | -0.5 | -3
COc1ccc(-c2nnc(SCc3cc(C)cc(C)c3)o2)cc1 | -1.2 | -1.4 | 0.2 | -0.6 | -4 | -0.2 | -5 | -3 | -1.8 | 0.3 | 1
CCOC(=O)C1=C(C)NC(SC)=NC1c1ccccc1 (stereo unspecified) | 0.7 | -0.6 | 0.1 | -0.2 | -2 | 1.6 | 4 | -6 | -0.6 | -1.1 | -8
O=C(CN1CCN(c2ccc(Cl)cc2)CC1)Nc1cccc(F)c1 | 2.6 | -1.1 | -0.3 | 0.8 | 0 | -1.0 | 1 | -3 | -2.3 | 0.3 | 0
O=C(O)c1cccc(Nc2nc(C(F)(F)F)nc3ccccc23)c1 | 3.3 | -0.5 | 0.0 | 0.2 | -2 | -2.4 | -5 | 2 | -0.3 | -0.2 | 1
O=C(CN1CCN(S(=O)(=O)c2ccc(Br)cc2)CC1)N/N=C/c1ccccc1C(=O)O | -2.2 | -0.9 | -0.3 | 0.0 | -3 | 1.3 | 1 | 3 | -1.6 | -0.4 | 6
O=C(COC(=O)c1ccc2c(c1)OCCO2)NCCC1=CCCCC1 | -0.7 | -1.8 | -0.7 | -0.3 | 2 | -2.9 | 0 | 1 | -0.9 | 0.5 | -5
CCCOc1ccc2ccccc2c1/C=C1\SC(=O)NC1=O | 0.3 | -0.9 | 1.0 | 0.6 | 0 | 1.9 | -38 | 1 | -2.5 | 1.5 | 4
Cc1nn(-c2ccccc2)c(C)c1/C=N/n1cnnc1 | 0.3 | -1.6 | 0.1 | -0.4 | 0 | -2.6 | 4 | 0 | -1.3 | 1.0 | -3
O=C(OCC(=O)N1CCCCC1)c1ccc2ccccc2n1 | 0.2 | -1.1 | -0.3 | 0.7 | -1 | -2.5 | 5 | 4 | 0.5 | -0.4 | -3
COc1ccc(S(=O)(=O)NNC(=O)C2Cc3c(ccc4ccccc34)O2)cc1 (stereo unspecified) | -2.8 | -2.2 | 0.6 | -2.8 | -4 | -5.4 | -44 | 1 | -3.2 | -0.9 | 2
CCC1CCCCN1CCCNC(=O)CSc1nc2nc(C)c(Cc3ccccc3Cl)c(C)n2n1 (stereo unspecified) | 0.4 | -1.1 | 0.1 | 0.2 | 1 | -0.8 | -2 | 0 | -0.4 | 0.5 | 1
C=C(C)Cn1c(=O)c(NC(=O)c2ccccc2)c2n(c1=S)CCC2 | 0.5 | -0.6 | -0.5 | 0.0 | -2 | 1.9 | 1 | -4 | 0.6 | 0.2 | -2
O=C(CNC(=O)C12CC3CC(CC(C3)C1)C2)Nc1ncccc1O | 0.1 | -0.5 | 0.2 | -1.3 | 1 | -0.2 | 10 | 3 | -0.8 | 0.0 | 0
COc1ccccc1/C=C/C(=O)NCC(=O)N/N=C(\CCC(=O)O)c1ccccc1 | -0.4 | -1.0 | -0.3 | -0.2 | -1 | -1.4 | -5 | 2 | -1.8 | 0.7 | 6
Cc1cc(OCC(=O)Nc2ccc(CN3CCCCC3)cc2)ccc1Cl | 0.1 | -1.3 | 0.2 | -0.5 | 1 | -0.3 | -11 | -3 | 0.2 | / | 7
CCC(=O)Nc1cccc2ccccc12 | -0.1 | -1.6 | 0.4 | -0.1 | -3 | 0.3 | 11 | -4 | -0.6 | 1.5 | -2
